Source: PubChem BioAssay
Lipid droplet: modulators of hepatic lipid droplet formation; AML12 mouse hepatocytes, oleate lipid droplets, BODIPY imaging; inhibition, % at 6.5 µM; 0.4% of 240,000 active;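 active = lipid droplet intensity inhibited by at least 50%, with more than 500 cells counted; inconclusive = wells with under 300 cells, treated as cytotoxic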
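Assay system: AML12 mouse liver cells | Compound dosing: One dose, 6.5 µM compound | Read-out basis: Droplet intensity reduction, % inhibition | Measured by: Fluorescence imaging, 20x objective, two fields per well | Schedule: Overnight treatment with compound plus oleate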
GPR35 arrestin U2OS: GPR35 antagonists blocking zaprinast-driven arrestin recruitment, primary screen, imaging, U2OS, beta-arrestin-GFP, zaprinast agonist (AID 2058); 0.052% of 290,000 active; one-dose inhibition, % at 10 µM; IC50 in µM for titrated hits; U2OS GPR35 beta-arrestin-GFP translocation imaging, zaprinast antagonism; higher % means a stronger effect;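 active = inhibition of at least 50% with at least 30 cells and total cytoplasm GFP at most 10,000,000; inconclusive = under 30 cells or total GFP of 10,000,000 plus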
MgcRacGAP inhibition: MgcRacGAP GTPase-activating activity inhibitors, confirmation, biochemical, ADP Hunter fluorescence. MgcRacGAP-stimulated Rac1 GTP hydrolysis, ADP Hunter fluorescence; higher % means a stronger effect; GST-tagged Rac1 F28L mutant substrate. one-dose inhibition, % at 30 µM; IC50 in µM for titrated hits. 0.6% of 340,000 active;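 active = first-screen hits whose inhibition reached a set limit at any dose in the follow-up dose series; inconclusive = inhibition above the set first-screen limit but never retested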;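 also: fluorescence reports GDP produced by GAP-driven GTP hydrolysis; strong numbers were not always called active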
GPR55 LPI antagonism: inhibition of LPI-stimulated GPR55 beta-arrestin translocation – imaging, U2OS, beta-arrestin-GFP, LPI agonist, primary screen (AID 2013); U2OS GPR55 beta-arrestin-GFP translocation imaging, LPI antagonism; higher % means a stronger effect; inhibition, % at 10 µM, or IC50 in µM where a hit was titrated; 0.13% of 290,000 active;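 active = spots per cell inhibited over 60%, with over 100 cells counted and total cytoplasm intensity under 500,000; inconclusive = wells with under 100 cells, flagged as likely toxic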;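 also: U2OS cells stably carrying GPR55 and arrestin-GFP stimulated by 5 µM LPI near EC80; imaged beta-arrestin-GFP aggregate spots per cell after agonist stimulation; plate controls were LPI-stimulated DMSO wells for no effect and DMSO wells without LPI for full effect; some results filed as inactive read as strong as hits; confirmed hits need IC50 under 10 µM and bright autofluorescent wells are also inconclusive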
GPR55 activation: selective activators of receptor GPR55 – imaging, U2OS cells, beta-arrestin-GFP redistribution, primary screen (AID 1961) | U2OS GPR55 beta-arrestin-GFP redistribution imaging; higher % means a stronger effect | one-dose activation, % at 10 µM; EC50 in µM for titrated hits | 0.048% of 290,000 active;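 active = activation above 40% with more than 50 cells counted in the well; inconclusive = wells holding fewer than 50 cells, flagged as toxic or sparse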;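 also: U2OS osteosarcoma cells stably expressing GPR55 and beta-arrestin-GFP; plate controls were DMSO negative control for no effect and LPI positive control for full effect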
LYP inhibition: PTPN22 lymphoid phosphatase activity blockers – biochemical, fluorescence intensity, uHTS (AID 1779); recombinant LYP phosphatase, fluorescence intensity; higher % means a stronger effect; one-dose inhibition, % at 11.5 µM; IC50 in µM for titrated hits; 0.054% of 290,000 active; in the data active = inhibition above about 50%;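 also: plate controls were vehicle with enzyme for no effect and no enzyme for full effect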
SV40 large T antigen: TAg ATPase/helicase activity blockers – biochemical (AID 1903). inhibition, % at 20 µM, or IC50 in µM where a hit was titrated. SV40 large T antigen ATPase/helicase inhibition assay; higher % means a stronger effect. 0.39% of 310,000 active; in the data active = a potency from the dose series; inconclusive = inhibition mostly from about 32% at the one dose, without a potency; inactive = the rest, 99 in 100 with inhibition below about 32%; also: strong numbers were not always called active
NTR1 agonist: NTR1-driven beta-arrestin-GFP spot formation – imaging, U2OS cells, high content, primary screen (AID 493036) | 0.17% of 330,000 active | activation, % at 20 µM | agonist mode | P30989;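 active = activation at or above 40% of the spot to cytoplasm intensity ratio, with at least 20 cells analyzed; inconclusive = wells under 20 cells, flagged as cytotoxic or low count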;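 also: 0% = DMSO without peptide and 100% = 100 nM NTR1 peptide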
Target sequence (P30989 whole entry, looked up): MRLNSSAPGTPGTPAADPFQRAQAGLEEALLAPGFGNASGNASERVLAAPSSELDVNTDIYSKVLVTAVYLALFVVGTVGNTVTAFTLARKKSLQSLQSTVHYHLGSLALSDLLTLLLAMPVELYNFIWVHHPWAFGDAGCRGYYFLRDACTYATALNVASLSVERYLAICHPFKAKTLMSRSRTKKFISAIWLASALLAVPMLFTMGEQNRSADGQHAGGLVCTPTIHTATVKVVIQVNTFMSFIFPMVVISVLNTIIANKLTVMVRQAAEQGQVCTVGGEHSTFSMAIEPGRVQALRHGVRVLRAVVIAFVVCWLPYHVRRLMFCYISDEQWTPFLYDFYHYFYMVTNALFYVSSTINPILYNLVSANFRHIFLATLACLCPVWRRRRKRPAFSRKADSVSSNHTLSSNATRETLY
T cell HTS: T cell immune modulators affecting CD8 T cell-vesicle binding; 2C CD8+ T cell-vesicle binding, flow cytometry; active compounds read low; calls only at 7 µM; 0.068% of 330,000 active; AID 2052;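 active = response, share of CD8 T cells binding vesicles, and their 90th percentile fluorescence all below set limits, cut at about 80% in these data, passing the limit was not always enough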
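incubation = binding step 1.5 h, 37 °C, antibody labelling 20 min, ice | test system = 2C mouse CD8+ T cells | read-out basis = percent CD8+ FL2 mean versus row control | controls = Peptide-free naked vesicles (low) and QL9 vesicles with 0.7% DMSO vehicle (high) | detection = flow cytometry of vesicle-bound cells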
Lipid droplet cells 6.5 µM: further read-out of Lipid droplet, marked with its call; cell count; measured here: cell count, cytotoxicity flag;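 cells counted across two imaged fields per well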
T cell HTS vesicle-bound %: second read-out of T cell HTS, no call of its own (marks repeat the call); double positive events, %; measured here: CD8+ vesicle-bound cell fraction;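 binding gate set so that unloaded-vesicle control wells show 10% double positive cells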
NTR1 agonist cell count 20 µM: recorded beside NTR1 agonist, whose call it bears; cell count; measured here: cell count, cytotoxicity flag
* hit, by the source's call; i = inactive; ? = inconclusive; · = no result given.

Every second line gives: Lipid droplet	Lipid droplet cells 6.5 µM	GPR35 arrestin U2OS	MgcRacGAP inhibition	GPR55 LPI antagonism	GPR55 activation	LYP inhibition	SV40 large T antigen	NTR1 agonist	NTR1 agonist cell count 20 µM	T cell HTS	T cell HTS vesicle-bound %
- Cc1cccc(NC(=O)C(=O)NCCc2c[nH]c3ccccc23)c1C
  -3	692	-5%	7%	10%	-1.0%	-5%	3%	8.5	72	i	39
- CC(C)CCCC(C)CCOC(=O)CN1CCCC1 (centres undefined)
  16	713	-8%	9%	-6%	-0.1%	-4%	9%	-0.4	54	i	48
- COc1ccc(O)c(C2=Nc3ccccc3N=C(c3cccs3)C2)c1
  -2	687	4%	5%	16%	1.2%	-7%	6%	5.6	49	i	27
- COc1ccc(Cc2nnc(SCC(=O)c3ccc(OC)cc3)o2)cc1
  -44	679	-9%	4%	16%	0.5%	-6%	19%	1.7	39	i	50
- COC(=O)COc1ccc2oc(=O)cc(-c3cc4ccccc4o3)c2c1
  4	673	16%	1%	-4%	-0.1%	0%	10%	6.4	57	i	20
- CCOC(=O)c1c(C)[nH]c(C=Nc2ccccc2)c1O
  10	768	-2%	·	1%	-0.1%	-3%	17%	-0.2	63	·	·
- CCC(=O)Nc1ccc(SC#N)cc1C
  -2	771	-18%	?	-9%	0.0%	-8%	53%	3.9	43	i	59
- CCOC(=O)N1CCN(Cc2nc(-c3cccc(Cl)c3)no2)CC1
  -1	669	-1%	3%	14%	0.4%	-6%	0%	0.2	66	i	33
- COCCN1C(=O)N[C@@H](c2cccc(F)c2)C(C(=O)OC)=C1C
  ·	·	5%	12%	4%	-0.2%	-9%	13%	13	100	i	23
- COc1cccc(N(C(=O)Cc2cccs2)C(C(=O)NC2CCCC2)c2ccncc2)c1 (centres undefined)
  -5	827	0%	3%	7%	1.1%	-8%	8%	1.3	51	i	8
- Cc1cc(=O)[nH]c(SCC(=O)N2CCC(Cc3ccccc3)CC2)n1
  27	670	-4%	10%	12%	0.0%	-8%	-3%	1.8	70	i	35
- CCOC(=O)c1nnn(CC(=O)NC(=O)Nc2ccccc2)c1C(=O)OCC
  25	723	-13%	14%	8%	0.1%	-9%	9%	4.9	51	i	36
- CN(C)C(=O)c1ccc(NC(=O)c2sccc2-c2ccccc2)cc1
  0	831	-3%	9%	11%	-0.1%	-14%	2%	0.8	58	i	68
- O=C(O)CCc1ccc(-c2ccc(Br)cc2)n1NC(=O)c1ccc([N+](=O)[O-])cc1
  -3	719	0%	9%	7%	-0.2%	-3%	13%	0.5	54	i	30
- C=CCSc1nnc2c(n1)-c1cccc3cccc-2c13
  ·	·	·	6%	·	·	·	7%	2.0	52	i	16
- CCOC(=O)CSc1nc(-c2ccccc2)nc2ccc(F)cc12
  ·	·	14%	-4%	11%	0.3%	-1%	0%	7.5	79	i	43
- CC(=O)CCc1c(C)c2cc(C)ccc2[nH]c1=O
  1	730	-3%	4%	5%	-0.1%	-3%	9%	0.8	52	i	58
- O=C(CCSCCC(=O)NCc1cccs1)NCc1cccs1
  ·	·	2%	12%	-1%	0.2%	-6%	16%	-0.2	30	i	26
- Cc1ccc(/C=N/NC(=O)Cc2c[nH]c3ccccc23)c(C)c1
  ·	·	5%	3%	0%	0.0%	-2%	12%	-1.3	102	i	56
- Nn1c(COc2ccccc2F)nnc1SCC(=O)NC1CC1
  ·	·	·	4%	·	·	·	9%	-1.1	82	i	44
- Cc1cc2cc(C)c(NCCNC(=O)c3ccccc3Cl)nc2cc1C
  3	739	-19%	2%	6%	-0.3%	-6%	10%	3.8	80	i	58
- N#Cc1ccc(OCC(O)CS(=O)(=O)c2ccccc2)cc1 (centres undefined)
  10	750	18%	4%	6%	0.5%	-11%	4%	0.3	31	i	34
- CCS(=O)(=O)N1CCN(Cc2ccccc2OC)CC1
  31	681	21%	18%	10%	-0.2%	-5%	13%	0.5	53	i	11
- Cc1nnc(SCC(=O)NC(C)(C)C)n1NCc1cccc(Br)c1
  -4	884	11%	15%	0%	0.3%	-7%	7%	1.6	48	i	27
- CC(C)(C)OC(=O)C(C)(C)O/N=C(\C(=O)O)c1csc(N)n1
  6	631	10%	9%	7%	-0.1%	-4%	9%	-0.3	53	i	23
- CC1CCCN(C(=O)c2nn(C)c3c2CSc2ccccc2-3)C1 (centres undefined)
  31	743	-17%	2%	2%	1.3%	-1%	22%	0.6	95	i	19
- COc1ccc(NS(=O)(=O)c2cccc(C(=O)NNC(=O)CNC(=O)c3ccccc3F)c2)cc1
  ·	·	·	7%	·	·	·	9%	-0.1	69	i	35
- CCOc1ccc(CCNC(=O)c2ccc(CS(=O)Cc3cccc(Cl)c3)o2)cc1 (centres undefined)
  5	702	14%	12%	7%	-0.3%	-13%	·	0.5	57	i	19
- Cc1cccc(NC(=O)CSc2ccc(-c3ccc4c(c3)OCO4)nn2)c1C
  -22	559	2%	4%	-17%	0.1%	-9%	12%	-0.8	60	i	46
- CCOC(=O)CNC(=O)c1c(C)nn(-c2ccccc2)c1Cl
  0	749	11%	4%	4%	0.5%	-9%	3%	0.3	80	i	14
- Fc1ccc(NC(=S)NCCN2CCOCC2)c(F)c1F
  -3	688	-8%	3%	-2%	-0.2%	-2%	14%	-1.7	53	i	50
- CC1C(=O)Nc2ccc(S(=O)(=O)NCc3ccc(Cl)cc3)cc2NC1=O (centres undefined)
  4	788	10%	8%	6%	0.5%	-11%	6%	-1.4	56	i	19
- CC1(C)ON(C2CCCCC2)[C@H]2c3nc4ccccc4n3C[C@H]21
  -9	743	4%	3%	1%	-0.2%	-10%	9%	-2.6	45	i	25
- Cc1nc(CC(=O)N/N=C/c2ccc(OCC(=O)O)cc2)cs1
  37	647	-9%	-8%	-1%	-1.9%	0%	4%	1.0	74	i	29
- O=C(c1ccc(S(=O)(=O)N2CCCCC2)cc1)N1CCN=C1SCc1cccnc1
  ·	·	-7%	4%	8%	0.3%	-5%	3%	4.2	69	i	32
- O=C(O)CCC(=O)NNC(=O)COc1cccc(Cl)c1
  -2	712	-5%	3%	2%	-0.3%	1%	7%	-0.3	40	i	60
- COC(=O)/C=c1\[nH]c2nnc(C)n2c1=O
  -9	661	-12%	-13%	15%	0.3%	-6%	7%	-1.0	47	i	29
- CNS(=O)(=O)c1cn(CC(=O)NCc2ccc(OC)cc2)cc1S(=O)(=O)NC
  -23	815	-2%	8%	-12%	-0.1%	-4%	1%	0.0	110	i	53
- COc1ccc(CCn2c(=N)c(S(=O)(=O)c3ccc(Cl)cc3)cc3c(=O)n4ccccc4nc32)cc1
  20	703	-9%	3%	-3%	0.2%	-4%	5%	10	66	i	62
- COc1ccccc1OCCNC1CCCC1
  ·	·	-2%	17%	-10%	-0.1%	-9%	25%	0.2	106	i	39
- CN1/C(=C\C(=O)CSc2ncn[nH]2)C(C)(C)c2ccccc21
  0	596	-4%	7%	-2%	-0.3%	-1%	-1%	0.2	49	i	43
- CCCCCC(O)CCc1n[nH]c(=S)n1-c1ccccc1 (centres undefined)
  ·	·	4%	12%	·	0.0%	-9%	15%	-0.3	41	i	8
- Cc1cccc(-c2cc3nc(C)cc(C)n3n2)c1
  -11	691	9%	3%	-5%	-0.2%	-6%	5%	3.5	55	i	65
- Cc1ccc(-n2c(=O)[nH]cc(C(=O)N3CCc4ccccc43)c2=O)cc1
  ·	·	5%	7%	3%	-0.1%	-4%	5%	1.1	81	i	14
- CSc1ccc(NC(=O)Nc2ccccc2C(N)=O)cc1
  1	698	3%	6%	10%	0.2%	-1%	3%	-0.1	76	i	35
- N#C/C(=C\c1ccc(OC(=O)c2cccs2)cc1)c1nc2ccccc2[nH]1
  8	587	10%	4%	10%	0.2%	-3%	5%	5.6	65	i	47
- Cc1ccc(-c2nnc(-c3ccccc3)c(-c3ccccc3)n2)cc1
  -10	520	-6%	7%	16%	-0.3%	-6%	-33%	1.6	45	i	36
- COC(=O)c1cccc(NC(=S)NCc2ccc(Cl)cc2)c1
  -13	613	4%	13%	4%	-0.2%	2%	1%	1.4	34	i	56
- COc1ccccc1C=NC(CO)C(O)c1ccc([N+](=O)[O-])cc1 (centres undefined)
  ·	·	7%	13%	13%	-0.1%	-5%	-1%	-0.3	52	i	47
- CCCS(=O)(=O)N1CCN(S(=O)(=O)c2ccc(F)cc2)CC1
  12	743	1%	-1%	-1%	-0.5%	-5%	-5%	-0.3	75	i	46
- Cn1c(NC(=O)C[n+]2cc(-c3ccc(Cl)cc3)n3c2CCC3)cc(=O)n(C)c1=O
  0	702	-6%	-4%	5%	0.1%	-6%	6%	-1.1	56	i	27
- O=C1CC(N2CCN(c3cccc(C(F)(F)F)c3)CC2)C(=O)N1c1ccccc1F (centres undefined)
  ·	·	17%	8%	-6%	-0.2%	-5%	0%	0.9	63	i	41
- O=C(Nc1cccc(-c2ccc(N3CCCCC3)nn2)c1)C(F)(F)F
  -1	759	3%	1%	-22%	-0.1%	-6%	21%	1.8	58	i	50
- Cc1c(Cl)cccc1NC(=S)NC(=O)c1cncc(Br)c1
  ·	·	·	-7%	·	·	·	6%	2.5	33	i	17
- COC(=O)C1=C(N)Oc2cc(C)oc(=O)c2C1c1cccnc1 (centres undefined)
  ·	·	-1%	7%	2%	-0.2%	-6%	-1%	-6.6	41	i	42
- COCC(=O)Nc1ccccc1C(=O)NC(C)C
  17	765	14%	5%	4%	-0.1%	-2%	7%	-0.2	59	i	12
